Source: PubChem (National Center for Advancing Translational Sciences (NCATS))
Anesthetic bind = qHTS Assay for Identification of Novel General Anesthetics. Ferritin light chain (Equus caballus), P02791. apoferritin/1-aminoanthracene competitive binding, fluorescence. Potency, µM (top dose mostly 77.5 µM), inactives show at the top dose activity change, negative = displacement, most hits filed as inhibitors. 350,000 compounds, 0.074% hits. AID 485281, 2010; further: potency means the concentration at half of the fitted maximal effect; on the % scale 0 is the no-effect control and ±100 the full control effect; nearly all actives have a fitted effect of over 20% in size
Target sequence (P02791 2-175 limits assumed): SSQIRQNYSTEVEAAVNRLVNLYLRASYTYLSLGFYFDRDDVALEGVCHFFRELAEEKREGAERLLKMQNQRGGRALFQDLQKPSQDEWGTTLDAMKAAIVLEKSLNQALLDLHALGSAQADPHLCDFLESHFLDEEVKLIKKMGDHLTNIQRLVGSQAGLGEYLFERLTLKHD
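10 uM apoferritin + 50% sat. 1-AMA, PBS; cpd 10 min RT; Ex380/Em535 endpoint; normalized to free probe vs complex; 4-param Hill fit; propofol titration as pos. ctrl.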
BLM inh = qHTS Assay for Inhibitors of Bloom's syndrome helicase (BLM); RecQ-like DNA helicase BLM (Homo sapiens), P54132; recombinant BLM DNA unwinding, fluorescence dequenching; Potency, µM (titrated, usually from 56.1 µM), inactives show top-dose activity change, negative = inhibition, most hits filed as inhibitors; 350,000 compounds, 0.2% hits; AID 2528, 2010;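 further: potency means the concentration at half of the fitted maximal effect; plate controls were vehicle for no effect and no enzyme for full effect; nearly all actives have a fitted effect of over 35% in size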
Pol kappa inh = qHTS for Inhibitors of Polymerase Kappa; 400,000 compounds, 0.53% hits; Potency, µM (top dose mostly 107 µM), for inactives: at the highest dose activity, negative = inhibition, actives largely listed as inhibitors; purified Pol kappa, fluorescent DNA synthesis assay, 10 min; further: potency means the concentration at half of the fitted maximal effect; on the % scale 0 is the no-effect control and ±100 the full control effect
Target sequence (Q9UBT6 whole entry, looked up): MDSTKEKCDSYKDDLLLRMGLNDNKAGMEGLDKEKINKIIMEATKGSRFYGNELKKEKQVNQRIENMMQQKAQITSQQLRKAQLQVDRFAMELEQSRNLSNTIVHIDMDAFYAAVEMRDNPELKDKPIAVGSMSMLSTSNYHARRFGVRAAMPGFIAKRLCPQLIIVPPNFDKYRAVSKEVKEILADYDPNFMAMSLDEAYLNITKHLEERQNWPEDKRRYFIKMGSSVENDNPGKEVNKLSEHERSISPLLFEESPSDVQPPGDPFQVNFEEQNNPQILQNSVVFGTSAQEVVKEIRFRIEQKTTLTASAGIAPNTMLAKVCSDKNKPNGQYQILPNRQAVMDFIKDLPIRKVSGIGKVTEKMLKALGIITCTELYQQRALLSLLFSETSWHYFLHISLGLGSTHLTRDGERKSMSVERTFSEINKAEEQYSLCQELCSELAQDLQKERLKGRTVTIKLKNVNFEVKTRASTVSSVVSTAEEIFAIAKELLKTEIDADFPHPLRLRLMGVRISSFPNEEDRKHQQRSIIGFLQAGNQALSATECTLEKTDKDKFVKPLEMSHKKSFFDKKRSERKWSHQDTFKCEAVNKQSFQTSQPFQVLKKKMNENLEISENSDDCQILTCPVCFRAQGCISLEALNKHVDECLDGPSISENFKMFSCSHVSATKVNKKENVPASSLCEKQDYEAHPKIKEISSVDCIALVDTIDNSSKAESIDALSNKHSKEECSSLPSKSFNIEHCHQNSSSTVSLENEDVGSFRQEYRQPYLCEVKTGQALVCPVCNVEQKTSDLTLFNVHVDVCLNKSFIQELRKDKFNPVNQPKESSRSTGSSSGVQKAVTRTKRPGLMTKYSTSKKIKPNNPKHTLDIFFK
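Kinetic fluorescence readout at 0 and 10 min followed reaction start with substrate at 50 nM final. Beforehand, enzyme (10 nM Pol kappa) stood 15 min with compound at room temperature; buffer-only wells were negative controls.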
APE1 inh = qHTS Assay for Inhibitors of the Human Apurinic/apyrimidinic Endonuclease 1 (APE1). recombinant APE1, TAMRA/BHQ-2 abasic DNA cleavage fluorescence. Potency, µM (titrated, usually from 65.8 µM), for the others: at the highest dose activity change, negative = inhibition, usual class: inhibitors. 350,000 compounds, 0.35% hits. AID 2517, 2012;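 further: potency means the concentration at half of the fitted maximal effect; plate controls were vehicle for no effect and reference inhibitor for full effect; nearly all actives have a fitted effect of over 55% in size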
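Measures dequenching upon AP-site incision of a 5'-TAMRA/3'-BHQ-2 THF-containing duplex, 50 nM; human APE1 0.75 nM after 15 min room-temperature exposure to compound; kinetic three-point read at one-minute spacing.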
POLB inh = qHTS Assay for Inhibitors of DNA Polymerase Beta | P06746 | Pol beta primer extension/strand displacement, fluorescence kinetic | Potency, µM (doses to about 114 µM), for inactives: at the highest dose activity change, negative = inhibition, usual class: inhibitors | 340,000 compounds, 1.3% hits; further: potency means the concentration at half of the fitted maximal effect; on the % scale 0 is the no-effect control and ±100 the full control effect
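Human Pol beta at 10 nM; strand-displacement substrate 50 nM final. Compound exposure 15 min at room temperature before start, reaction 10 min at room temperature.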
Glioma ERSR ind = qHTS for Inducers of the Endoplasmic Reticulum Stress Response (ERSR) in Human Glioma: qHTS; U87-MG GRP78 promoter luciferase reporter, 16 h; Potency, µM, inactives show at the top dose activation, most hits filed as activators; 420,000 compounds, 0.02% hits; further: potency means the concentration at half of the fitted maximal effect; series mostly up to about 76 µM; % of control where 0% means no effect; nearly all actives have a fitted effect of over 35% in size
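ERSR induction read as luciferase luminescence (Bright-Glo, 10 min at room temperature) in stably transfected human U87-MG glioma cells exposed to compounds for 16 h, using GRP78 as sensor.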
Pol iota inh = qHTS for Inhibitors of Polymerase Iota; DNA polymerase iota (Homo sapiens), Q9UNA4; Pol iota fluorescent replication assay, 10 min; Potency, µM (top dose mostly 115 µM), for the others: top-dose activity, negative = inhibition, hits mostly inhibitors; 390,000 compounds, 1% hits; AID 588590, 2011; further: potency means the concentration at half of the fitted maximal effect
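Pol iota at 10 nM preincubated 15 min with compounds at room temperature; reaction started with fluorescent substrate, 50 nM final. Fluorescence read kinetically at 0 and 10 min; buffer-only wells as negative control.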
Pol eta inh = qHTS for Inhibitors of Polymerase Eta | recombinant Pol eta, fluorescent DNA replication assay | Potency, µM (series often up to 114 µM), inactives show at the highest dose activity change, negative = inhibition, most hits filed as inhibitors | AID 588591, 2011 | 390,000 compounds, 1.2% hits; further: potency means the concentration at half of the fitted maximal effect; on the % scale 0 is the no-effect control and ±100 the full control effect
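Fluorescent replication assay: 50 nM final substrate added after a 15 min room-temperature compound preincubation with 10 nM enzyme. Signal taken at 0 min and again at 10 min.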
LDHA inh = qHTS assay for inhibitors of human lactate dehydrogenase. L-lactate dehydrogenase A chain (Homo sapiens), P00338. purified LDHA, NADH/diaphorase-resazurin fluorescence; active compounds read low. activity change, % (values are at about 110 or 230 µM). 480,000 compounds, 0.15% hits. AID 1347041, 2019; in the data active means activity change below about -30%; inconclusive means mostly about -25% to -30%;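 further: plate controls were DMSO wells for no effect and wells without enzyme for full effect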
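Remaining NADH was detected by diaphorase (0.133 mg/mL) converting 37 µM resazurin to fluorescent resorufin, read at 0 and 20 minutes. The preceding 5-minute room-temperature reaction used 2 nM LDHA, 0.2 mM sodium pyruvate and 0.06 mM NADH at pH 7.4.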
Numbers without * were called inactive; ? = inconclusive; . = no result given; & = joins results of further samples; [ ] = dose if it differs, or a comment. Unless noted, the call rests on the fitted dose curve; in most records, active means well fitted curve in the direction sought with a large enough effect; inconclusive means small, poorly fitted or top-dose-only effect, or another doubt; inactive means no such curve, though single readings can be large; an effect the other way counts as inactive or inconclusive.

Molecule	APE1 inh	Glioma ERSR ind	Pol eta inh	Pol kappa inh	BLM inh	POLB inh	Anesthetic bind	Pol iota inh	LDHA inh
O=C(Nc1ccc(F)cc1F)C1CCN(c2ncccn2)CC1	.	-2.6%	-14.3%	5.0%	2.1%	30.3%	5.0%	16.9%	-13.7
Cn1c(SCc2ccc(Br)cc2)nc2c([nH]c3ccccc32)c1=O	.	-3.6%	-4.5%	-7.9%[60.1 µM]	-6.8%	-14.2%	11.6%	1.2%	-5.8
O=C(NCc1nc2ccccc2[nH]1)C1=C[C@@H](C2CC2)C[C@@H](OCc2ccc(CO)cc2)O1	3.5%	-2.8%	-10.5%	-6.1%	0.8%	0.3%	-16.2%	-2.6%	-8.7
Cn1c2c(c(=O)n(C)c1=O)C(C(F)(F)F)(C(F)(F)F)N=C(CCC1CCCCC1)N2	0.1%	-10.2%	-17.5%	-13.1%	-8.6%	1.2%	?	171.6%[activator]	-0.8
CCCC(=O)Nc1cc(-c2nn(C)c(=O)c3ccccc23)ccc1N1CCCCC1	.	0.6%	-20.8%	-12.4%	.	.	.	5.3%	-10.8
CCOc1ccc(OCC)c(NC(=O)CCNS(=O)(=O)c2cc(Br)cnc2N)c1	12.0%	-2.2%	1.7%	0.3%	-1.0%	9.6%	-14.5%	-3.4%	3.2
Cn1c(N)c(C(=O)COC(=O)Cc2c(F)cccc2Cl)c(=O)n(C)c1=O	14.5%	3.7%	-4.8%	3.3%	.	.	.	28.8%	-6.2
c1ccc(CC2CCN(c3nc4ccccc4n4nnnc34)CC2)cc1	-4.3%	-2.4%	-4.2%	-0.3%	-3.2%	-3.9%	-1.7%	18.7%	-7.0
O=C(N=C1SC2CS(=O)(=O)CC2N1CCc1ccccc1)C1CCCCC1 (configuration not stated)	43.8%	-2.2%	-20.0%	-2.0%	-1.9%	45.7%	-2.1%	1.6%	-7.1
CCC(C)NC(=O)C(=O)Nc1c2c(nn1-c1ccccc1)CS(=O)(=O)C2 (configuration not stated)	.	-1.3%	9.4%	-6.4%[60.1 µM]	1.9%	5.2%	4.9%	-22.7%	0.0
Cc1ccc(Sc2ncccc2NC(=O)c2ccccc2Cl)cc1	-3.5%	-3.1%	-14.4%	-1.4%	-4.2%	0.3%	-12.9%	-10.2%[58.9 µM]	-1.7
CCCNC(=O)c1ccccc1NS(=O)(=O)c1ccc2c(c1)OCCO2	17.4%	-2.5%	-23.2%	-1.2%	0.5%	24.9%	-2.9%	3.2%	0.2
NC(=O)C(=CNc1nc(-c2ccc(Cl)c(Cl)c2)cs1)C(N)=O	0.631µM*	.	.	.	?	1.41µM*	4.7%	.	.
Cc1ccc(C(=O)c2sc3nc4c(cc3c2N)CCC4)cc1	-5.4%	2.9%	-6.9%	-11.1%	0.7%	-24.0%	0.7%	0.9%	1.7
Cc1nc(N2CCN(c3ccccn3)CC2)c2c(C)c(C(=O)N3CCN(c4ccccc4F)CC3)sc2n1	-5.6%	0.3%	-4.8%	-1.0%	-10.8%	34.2%	-11.9%	-12.9%	-7.3
CC(C)Oc1cc(C(=O)N2CCC(N3CCCCC3)CC2)ccc1Nc1nnc(Cl)c(Nc2ccccc2S(C)(=O)=O)n1	.	-0.8%	0.7%	-2.2%	.	.	.	10.2%	-1.5
COC(=O)c1ccc(C23CC4(C2)[C@H](CN(CC2CCCCC2)[C@@H]4c2ccccc2)C3c2ccccc2)cc1 (some centres not stated)	-4.7%&4.8%	-4.4%	-14.2%	0.3%	-5.6%&-5.8%	8.1%	-6.7%&6.0%	-17.0%	-1.3
CCN(C(=O)C1CCN(c2nc(-c3ccc(OC)cc3)no2)CC1)c1ccccc1	15.1%	-1.4%	-21.8%	1.7%	-4.8%	0.4%	4.4%	9.6%	2.2
Cc1ccsc1C(=O)Nc1ccc2c(c1)OCCO2	?	-10.4%	-13.7%	-14.5%	0.6%	1.6%	?	11.1%	-2.1
C#CCOCCOCCOCCNc1nc(N2CCN(C(=O)[C@H](CCC(=O)O)n3cc(C(N)CO)nn3)CC2)nc(N2CCN(C(=O)[C@H](Cc3ccc(O)cc3)n3cc(C(N)CC(C)C)nn3)CC2)n1 (some centres not stated)	-0.2%	.	.	.	-7.8%	7.8%	-9.2%	.	.
Cc1cccc(NC(=S)NCCc2ccc3c(c2)OCCO3)c1C	11.8%	-2.7%	-20.4%	-9.4%	-2.1%	23.4%	-8.2%	143.4%[activator]	3.1
CCN(Cc1cc2ccccc2[nH]c1=O)C(=O)c1cccnc1	0.1%	-4.1%	-1.7%	-0.7%	0.6%	2.6%	-10.0%	6.2%	-1.4
COC(=O)c1cc(NC(=O)CN2CCc3cc4c(cc3C2)OCCCO4)cc(C(=O)OC)c1	12.0%	1.8%	-13.2%	13.4%	-4.9%	-2.4%	-9.1%	24.6%	2.7
CC(=O)Nc1ccc(OCc2nnc(-c3ccccc3)o2)cc1	9.9%	1.1%	-7.5%	-8.1%	-3.8%	31.5%	-14.0%	-7.8%	0.7
CCOc1ccc(CCNC(=O)CN2C(=O)CCSc3ccccc32)cc1OCC	3.5%	-0.3%	-12.0%	-17.0%	-0.3%	49.4%	0.9%	?	-11.2
CN1CCc2c(sc3c2c(=O)n(-c2ccccc2)c2nncn32)C1	-1.4%	-2.1%	7.2%	-9.5%	1.5%	39.1%	-8.2%	5.8%	0.2
CNC(=O)c1cc(Nc2nnc(C)c3ccccc23)ccc1OC	-1.2%	-0.9%	-17.7%	-8.2%	-11.9%	?	-18.4%	14.0%	-0.9
COc1nc(Nc2cccc(C)c2)nc(N2CCCCC2)n1	-5.6%	-0.1%	-27.0%	-13.6%	-6.2%	-11.0%	6.5%	?	0.1
CC(=O)NCCc1nc2ccccc2n1CCOc1ccc(C)cc1	2.6%	4.0%	24.1%	-3.1%	-0.5%	11.8%	6.1%	31.5%[activator]	-2.7
Cc1cc(C)nc(NC2=NCC(=O)N2c2cc(Cl)cc(Cl)c2)n1	-1.6%	-4.3%	0.6%	1.5%	-0.2%	0.9%	-8.7%	9.3%	-8.8&-0.2
CC(Oc1ccccc1)C(=O)N=C1SC2CS(=O)(=O)CC2N1CCc1ccccc1 (configuration not stated)	-13.9%	-2.9%	-1.6%	-4.8%	-0.6%	19.6%	-13.6%	?	-2.4
CC(Sc1nnc(-c2ccccc2F)n1C1CC1)C(=O)N1CCCC1 (configuration not stated)	-1.5%	-4.8%	-17.4%	-3.6%	.	.	.	-19.7%	-6.2
COc1ccc(-n2cc(C(=O)c3ccccc3O)cn2)cc1	6.8%	-13.3%	-17.3%	-8.5%	-2.9%	2.0%	-12.4%	72.5%[activator]	2.5
COc1ccccc1C(=O)NN(C)C1=NS(=O)(=O)c2ccccc21	9.2%	-1.8%	5.2%	6.5%	-1.7%	-6.4%	2.5%	42.8%[activator]	-2.3
CCN(CC)CCCN(C(=O)c1ccc(Br)cc1)c1nc(-c2ccc(OC)cc2)cs1	-8.7%	-6.3%	-8.2%	-10.2%	-7.7%	?	?	12.1%	-1.0
CC(=O)Nc1ccc(NC(=O)C2CCN(C(=O)NC3CCCCC3)CC2)cc1	-2.3%	-1.1%	-18.5%	6.6%	-0.7%	0.7%	-7.4%	80.5%[activator]	-2.4

Looked up one by one from above, two records:
Molecule	APE1 inh	Glioma ERSR ind	Pol eta inh	Pol kappa inh	BLM inh	POLB inh	Anesthetic bind	Pol iota inh	LDHA inh
CCN(CC)CCCN(C(=O)c1ccc(Br)cc1)c1nc(-c2ccc(OC)cc2)cs1	-8.7%	-6.3%	-8.2%	-10.2%	-7.7%	?	?	12.1%	-1.0
CC(=O)Nc1ccc(NC(=O)C2CCN(C(=O)NC3CCCCC3)CC2)cc1	-2.3%	-1.1%	-18.5%	6.6%	-0.7%	0.7%	-7.4%	80.5%[activator]	-2.4

The results go on:
Molecule	APE1 inh	Glioma ERSR ind	Pol eta inh	Pol kappa inh	BLM inh	POLB inh	Anesthetic bind	Pol iota inh	LDHA inh
COCCCNC(=S)N/N=C/c1ccc2ccccc2c1	-5.5%	3.5%	8.2%	-13.1%	-5.3%	1.8%	-6.5%	137.0%[activator]	-4.3
COc1ccc(Cc2nc3ccc(C(=O)NCc4cc(C)no4)cc3o2)cc1	-3.5%	3.3%	-19.7%	-8.0%	-3.1%	19.7%	-12.1%	18.9%	-0.9
CCOC(=O)C1Cn2c(nc3c(c2=O)C(C)(C)Cc2ccccc2-3)S1 (configuration not stated)	-1.4%	-4.3%	-5.2%	-3.4%	-9.3%	-18.6%	?	11.7%	-0.2
O=C(Nc1ccc(N2CCN(C(=O)c3ccco3)CC2)cc1)C(c1ccccc1)c1ccccc1	-7.3%	-3.8%	-17.5%	-1.7%	-8.3%	?	2.6%	-15.1%	8.3
Cc1ccc(S(=O)(=O)CCC(=O)N(C)c2c(N)n(Cc3ccccc3)c(=O)[nH]c2=O)cc1	-5.8%	-1.5%	7.1%	-15.1%	.	.	.	13.3%	-2.3
N=c1c2c3c(sc2ncn1CCCN1CCOCC1)CCCCC3	-2.6%	0.3%	-11.6%	-21.7%	3.0%	-2.2%	5.8%	11.1%	-11.7
Cc1cccc([C@@H]2[C@@H]3C(=O)N(Cc4ccccc4)C(=O)[C@@H]3[C@]3(C)C(=O)N(c4ccc(Br)cc4)C(=O)N23)c1	-13.7%	-0.9%	-14.9%	0.8%	-9.9%	-9.2%	-7.4%	4.1%	0.7
CC(Oc1ccccc1F)C(=O)NCCN1CCCCC1 (configuration not stated)	-1.9%	-0.4%	-7.7%	-3.4%	1.0%	7.9%	-8.2%	7.5%	-0.7

A portion of the library; count on the stated rates, not on these rows.
